# MT1-MMP txn act = activates MT1-MMP transcription. activation factor at 10 µM. HT1080 MT1-MMP promoter luciferase reporter, luminescence, overnight; active compounds read high. hit rate 0.16% among 86,000;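 active = activation factor of at least 2 for MT1-MMP transcription at 10 µM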
# Smad3 inh = Smad3 (human) transcription factor binding inhibition; TR-FRET Smad3/Dy647-FoxH1 peptide binding, europium anti-His; inhibition, % at 25 µM; P84022; hit rate 0.29% among 88,000;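 active = compounds that reduce the energy-transfer binding signal between the protein and its labelled peptide by more than half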;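 also: 0% = Smad3 plus labelled peptide maximal FRET and 100% = peptide-only background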
# Target sequence (P84022 whole entry, looked up): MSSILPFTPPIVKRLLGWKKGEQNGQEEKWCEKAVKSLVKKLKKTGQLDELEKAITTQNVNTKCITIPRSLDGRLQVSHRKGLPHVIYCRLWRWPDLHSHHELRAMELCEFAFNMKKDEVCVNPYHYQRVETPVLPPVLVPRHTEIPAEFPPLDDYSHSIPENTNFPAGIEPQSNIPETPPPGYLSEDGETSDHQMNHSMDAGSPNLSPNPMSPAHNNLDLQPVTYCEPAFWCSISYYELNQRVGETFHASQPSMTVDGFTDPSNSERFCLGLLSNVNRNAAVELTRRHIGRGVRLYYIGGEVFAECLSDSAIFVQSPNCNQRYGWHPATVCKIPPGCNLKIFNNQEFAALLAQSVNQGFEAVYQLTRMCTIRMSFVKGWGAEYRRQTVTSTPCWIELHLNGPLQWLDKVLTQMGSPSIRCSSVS
# Mac1 fbg enh = increases human CD11b/CD18 adhesion to fibrinogen; P05107+P11215; K562 CD11b/CD18 adhesion to fibrinogen, ATPlite luminescence; activation, % at 10 µM; hit rate 0.07% among 93,000; AID 1499;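 active = 10 µM primary screen giving 50% or more activity, confirmed by 40% or more on retest at that dose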; also: strong numbers were not always called active
# ERb coact inh = blocks coactivator binding to human estrogen receptor beta; Q92731; hit rate 1.3% among 86,000; TR-FRET ER-beta LBD / SRC1-Cy5 peptide binding; receptor agonist-loaded with 1 µM estradiol; inhibition, % at 25.6 µM; AID 633;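 active = compounds whose percent inhibition of the receptor-coactivator binding signal exceeds about 50% in the single-dose screen, limit read from the data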;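 also: 0% = receptor plus peptide wells without compound and 100% = peptide-only wells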
# Target sequence (Q92731 whole entry, looked up, the tested form may be a part): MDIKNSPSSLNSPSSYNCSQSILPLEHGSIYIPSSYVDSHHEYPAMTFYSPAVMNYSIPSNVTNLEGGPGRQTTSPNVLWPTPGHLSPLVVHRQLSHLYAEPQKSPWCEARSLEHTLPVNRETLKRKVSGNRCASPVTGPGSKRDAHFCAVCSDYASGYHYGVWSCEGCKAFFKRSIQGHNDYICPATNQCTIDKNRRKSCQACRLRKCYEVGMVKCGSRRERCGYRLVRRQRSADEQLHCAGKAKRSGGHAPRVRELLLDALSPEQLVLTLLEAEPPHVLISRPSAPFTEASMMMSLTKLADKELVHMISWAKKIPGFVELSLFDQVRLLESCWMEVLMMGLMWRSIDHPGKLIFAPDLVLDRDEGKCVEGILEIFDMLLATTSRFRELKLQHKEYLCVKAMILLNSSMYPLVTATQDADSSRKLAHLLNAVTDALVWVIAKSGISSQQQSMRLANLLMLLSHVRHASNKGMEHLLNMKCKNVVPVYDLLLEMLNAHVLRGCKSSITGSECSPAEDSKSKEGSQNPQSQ
# ERa coact inh = blocks coactivator binding to human estrogen receptor alpha; hit rate 1.7% among 86,000; AID 629; TR-FRET ER-alpha LBD / SRC-1 peptide, estradiol-bound; inhibition, % at 25.6 µM; P03372; in the data active = inhibition above about 50%;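 also: 0% = receptor plus peptide control and 100% = peptide only without receptor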
# Fibroblast inh = blocks proliferation of human lung fibroblasts. LL 47 human lung fibroblast viability, ATP luminescence; active compounds read low. viability, % at 10 µM. hit rate 1.1% among 85,000. AID 719;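 active = viability at or below 50% in the single dose screen; inactive = viability above 50%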;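 also: compound exposure lasted 72 h before the ATP readout; 100% = median luminescence of untreated cell-only wells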
#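 test system = LL 47 human lung fibroblasts | amount = 1,150 fibroblasts seeded per well | medium = 15% FBS in IMEM | times = overnight cell rest, 72 h compound treatment at 37 °C | measured by = CellTiter-Glo luminescence measuring cellular ATP | read-out = viability percentage against median untreated-cell control | benchmarks = cell-only wells, no compound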
# H69AR growth 86K = blocks growth of human H69AR lung tumor cells | AID 598 | H69AR lung tumor viability, ATP luminescence, 72 h; active compounds read low | hit rate 6% among 85,000 | viability, % at 10 µM;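 active = viability at or below 40%; inactive = viability above 40%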;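 also: multidrug resistant small cell line overexpressing MRP-1 efflux transporter; 100% = mean luminescence of untreated control wells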
# HUVEC prolif 384 = inhibitors of human endothelial cell proliferation. HUVEC proliferation, CellTiter-Glo luminescence, 72 h; active compounds read low. viability, % at 10 µM (by protocol). AID 648. hit rate 1.1% among 86,000;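 active = viability at or below 30%; inactive = viability above 30%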;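 also: 100% = median luminescence of DMSO-only cell control wells on each plate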
# ERa coact pot = enhances coactivator binding to human estrogen receptor alpha. P03372. TR-FRET ERalpha-LBD/SRC-Cy5 coactivator binding, 2 h; 100 = basal binding, no effect. coactivator binding (% of control), % at 25.6 µM. hit rate 1.3% among 86,000. AID 639; in the data active = activity above about 200%;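 also: binding measured in presence of low estradiol as agonist stimulus; 0% = peptide alone without receptor and 100% = receptor with peptide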
# Numbers without * were called inactive; · = no result given; [ ] = another dose, or the depositor's remark.
SMILES,MT1-MMP txn act,Smad3 inh,Mac1 fbg enh,ERb coact inh,ERa coact inh,Fibroblast inh,H69AR growth 86K,HUVEC prolif 384,ERa coact pot
COc1ccc2cc3cc(C(=O)NCCN4CCc5ccccc5C4)oc3nc2c1,1.2,11,·,-5,-1,95,66,70,134
Cc1[nH]nc2nc(SCC(=O)NCC3CCCO3)n(-c3ccc(Br)cc3)c(=N)c12 (centres undefined),1,-6,·,20[fluorescence artefact?],25[fluorescence artefact?],107,72,93,108
O=c1c2ccccc2nc(SCc2cn3ccsc3n2)n1-c1ccccc1,1,11,1,-3,3,85,76,78,116
CCOc1ccccc1N1Cc2ccccc2C1,1,1,-4,12,5,101,98,99,101
CCCCOC(=O)CSc1nc(N)c(C#N)c(-c2ccc(OCC)cc2)c1C#N,1.1,78*[fluorescence artefact?],-4,76*[fluorescence artefact?],51*[fluorescence artefact?],86,68,72,215*[fluorescence artefact?]
Cn1c(CNc2ccccc2)cc(=O)n(C)c1=O,1,3,-1,-1,4,98,103,103,100
O=C(NC1(C(F)(F)F)NC(=O)N(C2CCCC2)C1=O)C1CC1 (centres undefined),1,6,-5,-40,-42,90,94,98,124
N#Cc1c(SCC(=O)O)nc(N2CCCCC2)c2c1CCCC2,1.3,2,6,4[fluorescence artefact?],20,106,44,106,90[fluorescence artefact?]
Oc1ccc2c(c1)C1CCCC1(N1CCOCC1)O2 (centres undefined),1.2,-17,6,5,8[fluorescence artefact?],105,88,105,77[fluorescence artefact?]
CCC(=O)N1CCc2cc(S(=O)(=O)NCCC(=O)Nc3cc(C)cc(C)c3)ccc21,1.1,-4,-6,-2,-10,100,68,99,117
CCCCn1c(=NC(=O)c2cccnc2)c(C(=O)OCC)cc2c(=O)n3ccccc3nc21,1,1,2,-3,-2,94,51,93,107
Cc1cccc(CN2CCN(CC(=O)N3CCCC3)C2=O)c1,1.1,2,-3,-9,0,105,99,90,87
CCCCOc1ccc(/C(O)=C2/C(=O)C(=O)N(CCN(C)C)C2c2ccc(O)c(OC)c2)cc1 (centres undefined),1,2,-4,-3,1,96,97,97,113
C=CCN1C(=O)CSC1=Nc1ccc(O)cc1,1.2,-16,-4,6,2[fluorescence artefact?],92,99,99,84
O=C(NCCc1ccccc1)C1CCN(S(=O)(=O)c2ccc(-c3nn[nH]n3)cc2)CC1,1.2,2,-2,-3,-5,98,95,95,85
O=C(c1cc2c(ccc3ccccc32)o1)N1CCN(c2ncc(C(F)(F)F)cc2Cl)CC1,1,-5,-3,2[fluorescence artefact?],4,106,98,100,107[fluorescence artefact?]
CCOc1ccc(-n2c(SCC(=O)Nc3ccccc3C)n[nH]c2=O)cc1,1.1,-4,2,-9,-4,100,96,94,105
CCOC(=O)N1CCc2c(sc3c2C(=O)NC(c2ccc(-c4ccc(Cl)cc4)o2)N3)C1 (centres undefined),1.1,-7,·,56*[fluorescence artefact?],79*,53,30*,89,16[fluorescence artefact?]
CCC(NC(=O)Cn1cnc2c(=O)n(C)c(=O)n(C)c21)c1ccccc1 (centres undefined),1.3,-3,·,2,-8[fluorescence artefact?],110,95,99,112
CCn1c(=O)c(C(=O)NCCc2ccccc2)c(O)c2ccccc21,1.3,-1,-3,-2,-1,93,67,100,102
COc1nc(N2CCCC2)nc(-n2cc(-c3ccccc3)nn2)n1,0.9,-5,·,11,8[fluorescence artefact?],104,89,92,113
Cn1c(SCC(=O)NCc2ccc(F)cc2)nc2ccccc21,1.1,-19,-1,1,6,·,104,102,114[fluorescence artefact?]
c1ccn2c(SCc3cn4ccsc4n3)nnc2c1,1.6,5,1,-2,-8,100,88,92,103
CC(=O)Nc1ccc2c(c1)C(=O)N(C1CCCCC1)C2=O,1.1,-10,-1,2,-5,99,87,90,96
CC(C)CC(=O)Nc1ccccc1N1CCN(C(=O)c2ccccc2)CC1,1.1,7,-1,-10,-13,96,87,98,115
C=CCn1c(=O)c2ccccc2n2c(SCC(=O)N3CCCc4ccccc43)nnc12,1,-9,-5,-2[fluorescence artefact?],-6,100,75,102,127
O=S(=O)(NCc1ccccn1)c1ccc(F)cc1,1.1,-9,0,-2,-5,·,94,95,118
O=C1CSC2(C(=O)N3CCCc4cccc2c43)N1c1cccc(C(F)(F)F)c1 (centres undefined),1.2,-3,·,-19,-20,107,100,97,94[fluorescence artefact?]
Fc1ccc(/C=N/c2c(-c3ccc(F)cc3)nc3n2CCS3)cc1,1.1,6,·,-6,-13,100,76,89,108
Cc1ccc(C)c(NS(=O)(=O)c2cc(C(=O)NCc3ccco3)ccc2C)c1,1.3,-4,-2,8,14,97,91,82,78

# Record cards, as listed above:
# `CCCCn1c(=NC(=O)c2cccnc2)c(C(=O)OCC)cc2c(=O)n3ccccc3nc21` is listed with MT1-MMP txn act: 1; Smad3 inh: 1; Mac1 fbg enh: 2; ERb coact inh: -3; ERa coact inh: -2; Fibroblast inh: 94; H69AR growth 86K: 51; HUVEC prolif 384: 93; ERa coact pot: 107
# `Fc1ccc(/C=N/c2c(-c3ccc(F)cc3)nc3n2CCS3)cc1` is listed with MT1-MMP txn act: 1.1; Smad3 inh: 6; Mac1 fbg enh: ·; ERb coact inh: -6; ERa coact inh: -13; Fibroblast inh: 100; H69AR growth 86K: 76; HUVEC prolif 384: 89; ERa coact pot: 108
# `COc1ccc2cc3cc(C(=O)NCCN4CCc5ccccc5C4)oc3nc2c1` is listed with MT1-MMP txn act: 1.2; Smad3 inh: 11; Mac1 fbg enh: ·; ERb coact inh: -5; ERa coact inh: -1; Fibroblast inh: 95; H69AR growth 86K: 66; HUVEC prolif 384: 70; ERa coact pot: 134

# The list goes on:
SMILES,MT1-MMP txn act,Smad3 inh,Mac1 fbg enh,ERb coact inh,ERa coact inh,Fibroblast inh,H69AR growth 86K,HUVEC prolif 384,ERa coact pot
C1CN(c2nc3nonc3n3nnnc23)CCO1,1.1,11,5,-12[fluorescence artefact?],3[fluorescence artefact?],104,102,100,117
CCCCCSc1nc(C)c(CC(=O)O)c(=O)[nH]1,1.1,-1,·,-4,4,99,99,101,127
COc1ccc(S(=O)(=O)N2CCN(CC(=O)Nc3ccc(F)c(F)c3)CC2)cc1,1.1,6,-4,-4,-2,106,90,85,127
Cc1ccc(C(=O)NCCCn2ccnc2)cn1,1.1,7,-5,6[fluorescence artefact?],6[fluorescence artefact?],103,93,98,110
COc1ccc(CCNC(=O)Cn2nnc(-c3cccc(OC)c3OC)n2)cc1OC,1.1,-23,0,10[fluorescence artefact?],-3[fluorescence artefact?],109,91,103,101
C=CCn1c(-c2cccc3ccccc23)n[nH]c1=S,1,5,0,-4,16,94,93,92,61[fluorescence artefact?]
CC(=O)N1CCC(O)(c2cccc(C(F)(F)F)c2)CC1,1,5,-3,-1[fluorescence artefact?],4,96,99,94,140
CCCNc1nc2c(c(=O)n(C)c(=O)n2C)n1CCC(C)C,0.9,6,-1,-8,-10,89,79,102,118
CC1=C(C(=O)Nc2cc(C)ccn2)C(c2ccc(C)cc2)C2=C(CCCC2=O)N1 (centres undefined),1.2,-3,5,-8,2,109,79,101,106
O=C(Nc1cccc2ccccc12)N1CCOCC1,1.2,-2,-1,-4,-7,94,103,96,105
Cc1cc(Nc2nnnn2-c2ccccc2)n(-c2ccc(Cl)cc2)n1,1,9,-2,10,7,91,75,73,97
COc1ccc2c(c1[N+](=O)[O-])CCC/C2=N/OC(=O)c1ccccc1SC,1.1,11,23,11,3,111,97,112,99
CCOC(=O)c1c(NC(=O)CN(C)C)sc(C(=O)N(CC)CC)c1C,1.5,9,·,-14,-12,104,78,97,103
O=C(CCCn1c(=O)[nH]c2ccsc2c1=O)NCc1cccs1,1,5,·,3[fluorescence artefact?],10,112,88,94,108
Cc1ccc(S(=O)(=O)N2CCN(C(=O)COC(=O)c3cc(C)oc3C)CC2)cc1,1.1,4,-2,1,-5,·,89,95,115
O=C1CC(c2ccco2)CC(O)=C1C=NCCO (centres undefined),1.1,5,0,6,1,93,121,102,100[fluorescence artefact?]
OCCCn1c(-c2ccccc2)nc(=S)c2c1CCCC2,1.2,-3,0,-7,-11,91,100,92,87
CCN1C(=O)/C(=C\N2CCN(c3ccccc3)CC2)SC1=S,1,-5,-2,4[fluorescence artefact?],-12[fluorescence artefact?],99,82,88,289*
COc1ccc(CNC(=O)c2cc3c(C)nc4ccccc4c3o2)c(OC)c1,1.1,5,-1,11,21[fluorescence artefact?],103,68,32,128
COc1ccccc1NC(=O)N1CCN(c2cc(-c3ccccc3)nc3ncnn23)CC1,1,11,-2,1[fluorescence artefact?],11[fluorescence artefact?],100,80,90,139
Cc1ccc(C)c(/C(O)=C2\C(=O)C(=O)N(CCCn3ccnc3)C2c2cccnc2)c1 (centres undefined),1.2,0,·,-9,-10,99,101,90,104
Cc1nc2ccccc2c(=O)n1/N=C/c1ccccn1,1,-4,6,-4,-5[fluorescence artefact?],98,102,98,124
CCOC(=O)c1nnn(-c2nonc2N)c1CSc1ccc(C)cc1,1.2,4,-2,2[fluorescence artefact?],12,101,95,109,100
c1cncc(CNc2c3c(nc4nnnn24)CCCC3)c1,1.1,-6,-1,4[fluorescence artefact?],-1,104,96,102,101
COc1ccc(C(=O)CSc2nc(N)nc(SC)c2C#N)cc1,1.1,16[fluorescence artefact?],10,23[fluorescence artefact?],21[fluorescence artefact?],93,49,77,480*[fluorescence artefact?]
Cn1c(=O)c2c(nc(Br)n2Cc2ccccc2Cl)n(C)c1=O,0.9,4,-5,-3,2,97,96,98,116
CN(C)CCCOC(=O)c1ccc(Cl)cc1Cl,1.3,0,2,-10,-2,100,98,106,87
O=C(Nc1nc2c(s1)CCc1ccccc1-2)c1cccs1,1.2,-4,2,1[fluorescence artefact?],4,100,73,79,79
O=C(c1ccco1)N1C(=O)c2cccc3c(S(=O)(=O)N4CCCC4)ccc1c23,1.3,10[fluorescence artefact?],-5,18,4,98,69,87,101[fluorescence artefact?]
O=C(NCCc1c[nH]c2ccccc12)c1c(Cl)nc2sccn12,1,1,-2,-6,-21,108,101,95,180
COc1ccc(S(=O)(=O)NC2CCCCC2)c(C)c1C,1.2,10[fluorescence artefact?],1,-15,-11,100,85,111,99
CCC(C)C(NC(=O)OCc1ccccc1)C(=O)OCN1C(=O)c2ccccc2C1=O (centres undefined),1.1,1,·,-11,-5,96,72,97,93
CCOC(=O)C1C(=O)CC(O)(c2ccccc2)CC1c1ccccc1 (centres undefined),1,-3,-3,-4,-2,98,84,107,115[fluorescence artefact?]
Cc1ccc(SC(C)C(=O)NCc2cccnc2)cc1 (centres undefined),1.1,-12,·,-13,-5,91,95,100,121
Cc1ccc(Nc2nc(Oc3ccc(=O)[nH]n3)nc(N(C)C)n2)cc1,1.3,6,2,-3,0,97,105,92,101[fluorescence artefact?]
Cc1cc(C)cc(N(CC(=O)NCc2ccc3c(c2)OCO3)C(=O)CCC(=O)Nc2ccccn2)c1,1.2,-4,0,3,5,98,97,95,95
Cc1cccc(NC(=O)NCc2ccccn2)c1,1.8,6,·,1,-8,98,96,97,103
O=C(O)C1C2CCCCC2=C2CCCCC2C1C(=O)O (centres undefined),1.1,-5,-4,-3,-1,102,95,92,119
CCCCN=C(C)C1=C(O)CSC1=O,0.9,11[fluorescence artefact?],2,1[fluorescence artefact?],-5,100,92,104,128
CC1=C(C)CC2C(=O)N(c3cccc4ccccc34)C(=O)C2C1 (centres undefined),1.2,-8,1,4,0,97,82,92,98
Cc1cc(C)c2c(C)nn(C3CCCCC3)c2n1,0.8,1,-1,-1,2,95,94,89,92
O=C(Nc1ccc(S(=O)(=O)N2CCCCC2)cc1)c1ccc(CN2CCOCC2)cc1,1.1,5,·,-18,-16,69,61,67,103

# These rows are one share of the data, so the mix of outcomes need not match the whole.
